Source: PubChem BioAssay (Fisher Drug Discovery Resource Center)
hcGAS lum: inhibitors of human cGAS | 0.081% of 290,000 active | AID 1259398 | inhibition, % at 12.5 µM | Q8N884 | recombinant h-cGAS, ATP depletion, Kinase-Glo luminescence;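 note: 0% = vehicle reaction and 100% = reaction without DNA for no activity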
Target sequence (Q8N884 whole entry, looked up): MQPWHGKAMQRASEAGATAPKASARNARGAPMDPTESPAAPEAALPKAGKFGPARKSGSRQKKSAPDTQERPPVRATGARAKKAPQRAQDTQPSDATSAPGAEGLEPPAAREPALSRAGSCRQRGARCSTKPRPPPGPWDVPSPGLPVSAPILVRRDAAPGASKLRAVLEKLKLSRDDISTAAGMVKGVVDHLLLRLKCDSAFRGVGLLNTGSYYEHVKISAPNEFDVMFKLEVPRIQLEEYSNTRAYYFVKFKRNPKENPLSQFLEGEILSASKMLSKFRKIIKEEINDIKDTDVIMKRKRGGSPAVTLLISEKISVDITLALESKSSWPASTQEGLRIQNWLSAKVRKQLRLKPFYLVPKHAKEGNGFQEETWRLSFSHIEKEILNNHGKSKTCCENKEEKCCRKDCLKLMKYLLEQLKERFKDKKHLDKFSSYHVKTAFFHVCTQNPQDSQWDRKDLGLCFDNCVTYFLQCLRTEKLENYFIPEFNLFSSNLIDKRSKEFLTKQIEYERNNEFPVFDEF
NPYLR7 ag: mosquito NPYLR7 agonism | HEK293T NPYLR7/Galpha15, GCaMP6s calcium fluorescence | activation, % at 10 µM | 0.15% of 270,000 active | AID 1259423; in the data active = activation above about 40%;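 note: 0% = vehicle and 100% = reference agonist at the receptor; some compounds past the cut are filed as inactive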
mcGAS inh: inhibitors of mouse cGAS | Q8C6L5 | recombinant cGAS, Kinase-Glo ATP depletion luminescence | inhibition, % at 12.5 µM | 0.15% of 160,000 active | AID 1259399;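 note: 0% = negative control wells and 100% = reference inhibitor with no enzyme activity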
* hit, by the source's call; x = not tested or not shown; & = joins results of further samples. Cut-off read from the data, not from the text of the source, unless noted: active = inhibition above about 40%; inactive = the rest.

SMILES	hcGAS lum	NPYLR7 ag	mcGAS inh
O=C(NCc1ccco1)NNc1nc2c(-c3ccccc3)nnn2c2ccccc12	-3	-9	-8
COC(=O)C1=CN(C)C=C(C(=O)OC)C1c1cccs1	-12	-4	x
O=C1c2ccc(-c3nc4ccccc4c(=O)o3)cc2C(=O)N1CC1CCCO1 (stereo not drawn)	-4	-11	-7
CSCCCN1CCC2(CCCN(Cc3ccc(F)c(F)c3)C2)C1 (stereo not drawn)	-4	3	-9
CC1(C(=O)NS(=O)(=O)c2ccc(F)cc2F)CCN1C(=O)CCc1ccc(Cl)cc1Cl (stereo not drawn)	-5	3	x
FC(F)(F)c1nnc(N2CCN(CC3CCOC3)CC2)s1 (stereo not drawn)	-2	x	-1
O=C(NCCCN1CCOCC1)C(C1CCCC1)N1CCN(C(=O)/C=C/c2ccccc2)CC1 (stereo not drawn)	0	7	1
Cc1nc(COC(=O)c2cccn2C)n[nH]1	5	4	x
COc1cccc(-c2nnc3ccc(OCCNC(=O)c4cccc(C)c4)nn23)c1	-3	-4	-9
Cc1cc(SCC(=O)NCc2cnn(C)c2)c(C)cc1Br	-8	4	x
Cc1nc(SCc2ccc(C(=O)NCc3ccncc3)cc2)nc(N2CCN(c3ccccc3F)CC2)c1C	-8	4	-6
CN1N=C(c2ccc3c(c2)NC(=O)CO3)CC1c1cccc(C#N)c1 (stereo not drawn)	-9&-5	1&3	x
Cc1ccc(Cn2ccnc2CN(C(=O)c2ccc(Cl)cc2)C(C)C)cc1	-6	2	-5
COc1cc(OC)cc(C(=O)N(Cc2ccc(F)cc2)Cc2nc3cc(Cl)ccc3o2)c1	-2	2	-5
COCCC(=O)N1CCCC(Nc2ccc(C(C)C)cc2)C1 (stereo not drawn)	-1	-5	x
CC(C)c1noc(CN(C)c2ccc(-c3nc(C(C)C)no3)cn2)n1	-5	-1	x
Cc1ccc(Cl)c(C(=O)N2CCOC(COCc3ccccc3F)C2)c1 (stereo not drawn)	-3	1	-4
Cc1ccc(S(=O)(=O)NCc2nnnn2-c2ccccc2)cc1	-5	-3	-6
CCc1cc(CN(C)CC2=CC[C@H]3C[C@@H]2C3(C)C)on1	-10	15	-13
Cc1cc(N2C[C@@H]3[C@H](C2)[C@H]2CC[C@@H]3O2)nc(-c2ccccc2)n1	4	7	-12
COc1ccc(CCn2nc(C(=O)NC3CC3)c3c2CCN(C(=O)c2ccc(F)cc2Cl)C3)cc1	-2	-1	-1
CCOC(=O)c1c(-c2ccc(C)o2)csc1NC(=S)NC(=O)N(C)C	-7	-2	-4
CC(=O)Nc1nc(SCC(=O)N2CC(C)OC(C)C2)[nH]c(=O)c1NC(=O)c1ccccc1 (stereo not drawn)	-1	-1	-7
CC(Oc1ccccc1)C(=O)Nn1cnc2c(cnn2-c2ccc(F)cc2)c1=O (stereo not drawn)	-10	4	x
CCc1nccn1CC(=O)N1CCCC(c2[nH]ncc2-c2ccc(C)cc2)C1 (stereo not drawn)	0	2	-8
(list continues)
SMILES	hcGAS lum	NPYLR7 ag	mcGAS inh
Cn1c(N)c(C#N)c2c(c1=S)CCCC2	1	4	-2
N#CC(=C(O)CSCC(=O)O)c1nc2ccccc2s1	16	0	x
Cc1[nH]n(-c2cccc(Cl)c2)c(=O)c1C1=C(N2CCOCC2)C(=O)N(Cc2ccc(F)cc2)C1=O	-2	11	-4
C=C1C2(C(=O)NCc3ccc(C)cc3)CCC(C2)C1(C)C (stereo not drawn)	-4	-4	x
CCOC(=O)[C@@H]1CN2CCN(CC3CC3)C[C@@H]2[C@H]1c1ccccc1	3	-3	5
CCOC(=O)c1c(NC(=O)C(C)C)sc2c1CCC2	5	2	1
NC1=NC(=O)/C(=C\c2cccc(Br)c2)S1	1	-3	x
CCOC(=O)C1=C(C)N=c2s/c(=C/c3ccc(N(C)C)cc3)c(=O)n2C1c1ccc(OC(C)=O)cc1 (stereo not drawn)	2	-4	-2
COc1ccccc1C1=NN(C(=O)CN2CCC3(CC2)OCCO3)C(c2cc(C)ccc2C)C1 (stereo not drawn)	-4	1	-5
O=C(CCC1CCN(Cc2cc3ccccc3s2)CC1)N1CCN(c2ccccc2)CC1	-8	x	-10
COc1cccc(C2NC(=O)NC(C)=C2C(=O)OCCSC)c1 (stereo not drawn)	8	-3	x
Cc1cc(C)cc(C(=O)OCC(=O)NCC(C)C)c1	-10	-7	-15
Cn1cc(CCNC(=O)c2cc3c(s2)CCCCCC3)cn1	-7	0	x
Cc1ccc(-c2n[nH]c(=S)n2N=Cc2ccccc2)cc1	-7	0	-6
CC(=O)NC1CC(c2nnc(CN(C)Cc3n[nH]c4c3CCCCC4)n2C)C1 (stereo not drawn)	-11	x	-6
O=S(=O)(c1ccc(Cl)cc1)c1ccc(C(F)(F)F)cn1	-4	7	-3
COC(=O)c1ccc(-c2noc(CN3CC4C[C@@H]5CC3C[C@H](C4)C5)n2)cc1	-11	15	-10
c1csc(C2=Nn3c(nnc3-c3ccc4c(c3)OCO4)SC2)c1	3	9	x
O=C1CCC2(CCC(=O)NC2=O)C(=O)N1	-5	-6	x
CCNc1cnn(-c2ccc(C(F)(F)F)cn2)c(=O)c1Cl	-2	0	-7
Cc1c(C(=O)N(C)CC2(C)CCN(C)C2)cnn1-c1ccccn1 (stereo not drawn)	-3	28	-16
CN1CCN(S(=O)(=O)c2ccc(Oc3cc(Cl)c(Cl)cc3Cl)nc2)CC1	-12	7	x
COc1ccc(CCN(Cc2ccco2)C(=O)CN(C(=O)Nc2ccc(F)cc2F)C(C)C)cc1OC	-13	x	-6
Cc1cc(OCC2CN(C(=O)c3n[nH]c4ccccc34)CCO2)ccc1Cl (stereo not drawn)	1	26	-5
COC(=O)CCCNC(=O)c1cn(Cc2ccc(OC)cc2)nn1	-4	-9	-8
More entries
SMILES	hcGAS lum	NPYLR7 ag	mcGAS inh
CN(Cc1ccccc1)Cc1nc2c(c(=O)n(C)c(=O)n2C)n1CCN1CCOCC1	4	8	x
COc1ccc(-c2ccc(CCC(=O)N3CC=C(c4ccccc4)CC3)n2-c2ccc(SC)cc2)cc1	-7	3	-8
CN(Cc1cnn(C)c1)C(=O)CNC(=O)c1cccc(Br)c1	-4	2	x
C=CCOC(=O)C1=C(C)N=C(SCC(=O)Nc2nccs2)C(C#N)C1c1ccc(O)c(OC)c1 (stereo not drawn)	5	-8	x
CCOC(=O)C1(Cc2cccc(OC)c2)CCCN(S(=O)(=O)Cc2ccccc2)C1 (stereo not drawn)	-12&-7	5&-10	-3
Cn1nnnc1Sc1nc([N+](=O)[O-])nn1C	-8	-5	x
O=C1C[C@H]2CC[C@@H](CN1)N2C(=O)c1ccccc1N1CCC(=O)NC1=O	-3	-7	-2
CC(Cn1ccc2ccccc21)NCc1nc(-c2ccco2)no1 (stereo not drawn)	-4	11	-9
Cc1cc(NC(=O)c2ccc3c(c2)OCO3)n(-c2ncnc3c2cnn3-c2ccccc2)n1	-7	12	-9
CCOC(=O)c1sc(NC(=O)c2ccc(S(=O)(=O)N(C)C)cc2)c(C(=O)OCC)c1C	-4	-1	-4
Cc1c(C(=O)NCCC#N)cnc2c(-c3cccc(C(F)(F)F)c3)cnn12	-3	4	-4
CC1(NC(=S)Nc2ccc(O)cc2)CCS(=O)(=O)C1 (stereo not drawn)	-8	2	x
CC(C)N(CC(=O)N(CCc1c[nH]c2ccccc12)Cc1ccc(Cl)c(Cl)c1)C(=O)c1ccccc1Cl	-3	20	-4
CCC(C)N(Cc1ccccc1F)C(=O)c1cc(NC(C)=O)cc(NC(C)=O)c1 (stereo not drawn)	-6	3	x
CCn1ccc(C(=O)N2CCCC(CCc3ccccc3C(F)(F)F)C2)n1 (stereo not drawn)	-5	5	x
O=C(c1ccc(N2CCCC2)cc1)N1CCCC(O)(CO)CC1 (stereo not drawn)	-2	14	x
CC(NCc1ccc(N2CCOCC2)c(F)c1)c1cccnc1 (stereo not drawn)	-8	5	-6
O=C(Cc1n[nH]c(=S)n1Cc1ccccc1)Nc1cccc(Br)c1	-6	-2	x
Cc1nc(-c2cccc(-n3ccnc3C3CCOC(C)(C)C3)c2)n[nH]1 (stereo not drawn)	0	14	-15
Nc1ncnc(N/N=C\c2ccccc2Cl)c1[N+](=O)[O-]	-3	-4	-2
O=C1NC(=S)SC1=Cc1ccc(-c2nc3ccccc3s2)o1	-2	19	x
COCCN(Cc1cccn1C)C(=O)CN(C(=O)Nc1cccc(C(F)(F)F)c1)C(C)C	-4	-5	-5
Clc1ccccc1CC1CN(c2ncccn2)CCO1 (stereo not drawn)	-5	19	-7
Cc1ccn2c(NC(=O)CC(C)C)c(-c3ccc(Cl)cc3)nc2c1	-4	-5	-4
CCOc1ccnc(N2CCN(Cc3ncccc3C)CC2)n1	-8	x	-9

Part of the list above, with values under each structure:
Below each compound – hcGAS lum, NPYLR7 ag, mcGAS inh
CCOC(=O)c1sc(NC(=O)c2ccc(S(=O)(=O)N(C)C)cc2)c(C(=O)OCC)c1C
    -4, -1, -4
Cc1c(C(=O)NCCC#N)cnc2c(-c3cccc(C(F)(F)F)c3)cnn12
    -3, 4, -4
CC1(NC(=S)Nc2ccc(O)cc2)CCS(=O)(=O)C1 (stereo not drawn)
    -8, 2, x
CC(C)N(CC(=O)N(CCc1c[nH]c2ccccc12)Cc1ccc(Cl)c(Cl)c1)C(=O)c1ccccc1Cl
    -3, 20, -4
CCC(C)N(Cc1ccccc1F)C(=O)c1cc(NC(C)=O)cc(NC(C)=O)c1 (stereo not drawn)
    -6, 3, x
CCn1ccc(C(=O)N2CCCC(CCc3ccccc3C(F)(F)F)C2)n1 (stereo not drawn)
    -5, 5, x
O=C(c1ccc(N2CCCC2)cc1)N1CCCC(O)(CO)CC1 (stereo not drawn)
    -2, 14, x
CC(NCc1ccc(N2CCOCC2)c(F)c1)c1cccnc1 (stereo not drawn)
    -8, 5, -6
O=C(Cc1n[nH]c(=S)n1Cc1ccccc1)Nc1cccc(Br)c1
    -6, -2, x
Cc1nc(-c2cccc(-n3ccnc3C3CCOC(C)(C)C3)c2)n[nH]1 (stereo not drawn)
    0, 14, -15
Nc1ncnc(N/N=C\c2ccccc2Cl)c1[N+](=O)[O-]
    -3, -4, -2
O=C1NC(=S)SC1=Cc1ccc(-c2nc3ccccc3s2)o1
    -2, 19, x
COCCN(Cc1cccn1C)C(=O)CN(C(=O)Nc1cccc(C(F)(F)F)c1)C(C)C
    -4, -5, -5
Clc1ccccc1CC1CN(c2ncccn2)CCO1 (stereo not drawn)
    -5, 19, -7
Cc1ccn2c(NC(=O)CC(C)C)c(-c3ccc(Cl)cc3)nc2c1
    -4, -5, -4
CCOc1ccnc(N2CCN(Cc3ncccc3C)CC2)n1
    -8, x, -9

Going on with the list.
SMILES	hcGAS lum	NPYLR7 ag	mcGAS inh
Cc1ccc(CCC2CCN(C(=O)c3cccc4cn[nH]c34)CC2)cc1	-6	3	x
O=C(Nc1ccc2c(c1)OCO2)C1CC1	-6	13	x
CC(C)CN(CC(=O)N(Cc1cccn1Cc1ccccc1)C1CCCCC1)S(=O)(=O)c1cc(Cl)ccc1Cl	-3	x	-6
CCOc1ccc(-c2ccc(OCCNC(=O)CC3CCCC3)nn2)cc1	-12	1	-10
CCc1nc(-c2ccccc2)nc(N2CCN(C(=O)c3cccs3)CC2)c1Cc1cccc(Cl)c1	-2	x	-4
COC(=O)c1cc(-c2ccc(OC)cc2)on1	-15	-4	x
CN1C(=O)CC(C(=O)Nc2ccc(C(=O)O)cc2)SC1=Nc1ccc(Cl)cc1 (stereo not drawn)	-4	0	-5
Cc1ccc2[nH]c3c(=O)n(CC(=O)Nc4ccccc4C)cnc3c2c1	-1	-1	-6
CC(C(=O)O)n1c(C2CCC2)n[nH]c1=O (stereo not drawn)	-9	4	-18
Cc1ccc(NCC(=O)NNC(=O)c2ccsc2)cc1	-8	2	x
Cn1cc(Cl)c(C(=O)Nc2nccs2)n1	-6	-1	x
Cc1ccccc1CN1CCCN(CC(O)c2ccccc2F)CC1 (stereo not drawn)	-1	9	-4
O=C(CCC[C@@H]1[C@H]2CCCN3CCC[C@@H](CN1C(=O)c1ccccc1)[C@@H]23)NC1CCCCC1	-11	x	-6
Cc1cc2c(cc1-c1nccn1CCc1nc(-c3cccnc3)no1)OCO2	-6	-2	1
CCn1nc(CC(C)C)cc1C(=O)N1CCC2(CC1)NCCNC2=O	-2	1	0
N#CC(=Cc1cc2c(cc1Br)OCO2)c1ccccn1	-6	-7	x
COc1cc(NC(=O)N(Cc2ccco2)CC2CCCO2)cc(OC)c1 (stereo not drawn)	-9	-4	-7
Cc1cc(C(=O)N(Cc2cccnc2)c2nc3c(F)cc(F)cc3s2)on1	-3	7	-7
CCCc1ccc(C(=O)N2CCC(n3c(-c4ccccc4)nc4ccc(F)cc43)CC2)cc1	-5	22	-7
CCN1CC(n2cnc(-c3ccccc3)c2-c2cnn3cccnc23)CC1=O (stereo not drawn)	-6	-2	-11
Cc1ccc(-c2nc3c(c(SCC(N)=O)n2)Cc2cccc(C)c2O3)cc1	-7	-6	-6
Cc1ccc(OCC2CN(C(=O)COc3ccc(F)cc3)CCO2)cc1 (stereo not drawn)	-1	-3	0
COc1ccc(Cl)cc1CN1C(=O)CON=C1c1ncccc1C	-9	0	x
Cc1ccc(-c2ccc(OCCNS(=O)(=O)c3ccccc3C(F)(F)F)nn2)cc1	-6	-2	-10
COc1ccc(CNC(=O)c2ccc(-c3ccc(F)cc3)s2)cc1	-1	-2	-5
CCCCC1CCC(C(=O)Nc2cc(=O)n(-c3ccccc3)nc2C(=O)OCC)CC1 (stereo not drawn)	-3	x	-7
